# mut p53 react: restores mutant p53 pathway signaling in SW480 cells; SW480 PUMA-promoter luciferase, p53 mutant reactivation; activation, % at 9.98 µM; actives 1.5% (n = 28,000); AID 624151; in the data active = activation above about 52%; inconclusive = no clear call, values can overlap the other calls
# STK33 kin inh: blocks human STK33 kinase activity; Q9BYT3; ADP-Glo luminescence, MBP substrate; inhibition, % at 12.5 µM; actives 0.44% (n = 27,000); in the data active = inhibition above about 20%; inconclusive = no clear call, values can overlap the other calls
# Target sequence (Q9BYT3 whole entry, looked up): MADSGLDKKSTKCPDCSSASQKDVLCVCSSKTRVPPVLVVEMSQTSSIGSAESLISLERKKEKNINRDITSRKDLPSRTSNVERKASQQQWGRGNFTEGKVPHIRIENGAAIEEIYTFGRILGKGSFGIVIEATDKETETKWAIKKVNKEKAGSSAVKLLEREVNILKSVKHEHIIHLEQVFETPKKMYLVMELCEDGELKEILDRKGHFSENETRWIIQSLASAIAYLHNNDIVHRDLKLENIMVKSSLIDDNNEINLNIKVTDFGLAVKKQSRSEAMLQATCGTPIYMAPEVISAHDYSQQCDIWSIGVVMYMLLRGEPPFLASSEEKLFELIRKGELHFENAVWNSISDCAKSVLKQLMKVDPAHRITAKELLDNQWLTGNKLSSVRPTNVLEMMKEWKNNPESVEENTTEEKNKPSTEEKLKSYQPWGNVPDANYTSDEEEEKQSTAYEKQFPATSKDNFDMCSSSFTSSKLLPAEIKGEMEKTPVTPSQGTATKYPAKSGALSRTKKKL
# Active calls of the source: *; ? = inconclusive; nt = not tested or not shown. An excerpt, so the mix of outcomes need not match the whole.
# A first look (5 entries):
SMILES,mut p53 react,STK33 kin inh
O=C(Cn1c(=O)oc2ccccc21)Nc1sc2c(c1C(=O)O)CCCC2,3,-1
CCSc1nc2ccccc2n1Cc1nc(N)nc(N(C)C)n1,-7,0
CCOC(=O)c1c(NC(=O)COc2cccc(Cl)c2)sc(C)c1C,7,-4
Cc1sc(NC(=O)COc2ccc(Cl)cc2Br)c(C(N)=O)c1C,25,3
CC1=N/C(=C\c2sccc2C)C(=O)O1,nt,-2

# Main list, repeating the preview:
SMILES,mut p53 react,STK33 kin inh
O=C(Cn1c(=O)oc2ccccc21)Nc1sc2c(c1C(=O)O)CCCC2,3,-1
CCSc1nc2ccccc2n1Cc1nc(N)nc(N(C)C)n1,-7,0
CCOC(=O)c1c(NC(=O)COc2cccc(Cl)c2)sc(C)c1C,7,-4
Cc1sc(NC(=O)COc2ccc(Cl)cc2Br)c(C(N)=O)c1C,25,3
CC1=N/C(=C\c2sccc2C)C(=O)O1,nt,-2
C[C@H](CO)N1C[C@H](C)[C@H](CN(C)C(=O)C2CCCCC2)OCCCC[C@H](C)Oc2ccc(NC(=O)c3ccncc3)cc2C1=O,-9,nt
O=C(CSC1CC(=O)N(c2ccc(Cl)cc2)C1=O)Nc1ccc(Cl)cc1 (centres undefined),5,-1
C[C@H]1CN([C@@H](C)CO)C(=O)Cc2cc(NC(=O)Nc3ccc4c(c3)OCO4)ccc2O[C@H]1CN(C)Cc1ccc(-c2ccccc2)cc1,nt,3
C[C@H]1CN([C@@H](C)CO)C(=O)Cc2cc(NC(=O)C3CC3)ccc2O[C@@H]1CN(C)Cc1ccc2c(c1)OCO2,4,-2
COc1cc(OC)c(C(=O)NCCCN2CCOCC2)cc1OC,-14,1
CCOC(=O)c1c(C)n(C)c2ccc(OCC(N)=O)cc12,2,4
CC(C)(C)OC(=O)CC[C@]12N=C(c3ccc(OCCCO)cc3)O[C@H]1c1ccccc1CN(Cc1ccccc1)C2=O,nt,4
C[C@H](CO)N1C[C@H](C)[C@H](CN(C)S(=O)(=O)c2cccc(F)c2)Oc2ncc(C#Cc3cccc(F)c3)cc2C1=O,nt,4
CNC[C@@H]1Oc2c(NC(=O)Nc3ccccc3)cccc2C(=O)N([C@@H](C)CO)C[C@@H]1C,6,nt
COc1cccc(C(=O)NC(c2ccc([N+](=O)[O-])cc2)c2c(O)ccc3ccccc23)c1 (centres undefined),-63,-1
COc1ccc(C2(CNC(=O)C3COc4ccccc4O3)CCCC2)cc1OC (centres undefined),4,-3
Cc1cccc(NC(c2ccc([N+](=O)[O-])cc2)c2ccc3ccc(C)nc3c2O)n1 (centres undefined),-42,1
CC(=O)Nc1ccccc1NC(=O)CN(C)S(=O)(=O)c1ccc(C)cc1,13,-1
C[C@@H]1CCCCO[C@@H](CN(C)Cc2ccc(Cl)c(Cl)c2)[C@@H](C)CN([C@H](C)CO)C(=O)c2cc(NS(=O)(=O)c3cccs3)ccc2O1,nt,5
Cc1cc(C)cc(NC(=O)CSc2nc3ccccc3s2)c1,47,0
COc1ccc(S(=O)(=O)N(C)C[C@@H]2OCCCC[C@@H](C)Oc3ccc(NC(=O)Cc4ccccc4)cc3C(=O)N([C@H](C)CO)C[C@@H]2C)cc1,nt,-1
O=C1c2ccccc2C(=O)N1CCCc1nc2ccccc2c(=O)n1-c1nc2ccccc2s1,102*,-1
CC(=O)C(C)Sc1ncnc2sc(-c3ccccc3)cc12 (centres undefined),73*,?
CCN(CCCc1ccccc1)CCCc1ccccc1,nt,4
C[C@H]1CN([C@@H](C)CO)C(=O)CCCn2cc(nn2)CO[C@H]1CN(C)S(=O)(=O)c1ccc(-c2ccccc2)cc1,nt,-5
C[C@@H]1CCCCO[C@@H](CN(C)C(=O)Cc2ccccc2)[C@@H](C)CN([C@H](C)CO)C(=O)c2cc(NS(=O)(=O)c3ccc(Cl)cc3)ccc2O1,nt,-2
N#Cc1ccccc1NC(=O)COc1ccc(Cl)cc1Cl,13,4
C[C@@H]1CCCCO[C@@H](CN(C)C(=O)CCCN(C)C)[C@H](C)CN([C@H](C)CO)C(=O)c2cc(NC(=O)CCCN(C)C)ccc2O1,3,nt
COc1cc(OC)c(O[C@@H]2O[C@H](COC(=O)c3cc(O)c(O)c(O)c3)[C@@H](O)[C@H](O)[C@H]2O)c(OC)c1,-6,0
C[C@H]1CCCCO[C@H](CN(C)C(=O)CCCN(C)C)[C@@H](C)CN([C@@H](C)CO)C(=O)c2cc(N(C)C)ccc2O1,4,nt

# Molecules above containing a nitro group on carbon:
SMILES,mut p53 react,STK33 kin inh
COc1cccc(C(=O)NC(c2ccc([N+](=O)[O-])cc2)c2c(O)ccc3ccccc23)c1 (centres undefined),-63,-1
Cc1cccc(NC(c2ccc([N+](=O)[O-])cc2)c2ccc3ccc(C)nc3c2O)n1 (centres undefined),-42,1

# Other records:
SMILES,mut p53 react,STK33 kin inh
Cc1ccc2nc(-c3ccccn3)cc(C(=O)Nc3sc4c(c3C(N)=O)CCc3ccccc3-4)c2c1,-34,-2
C[C@H](O)C#Cc1cnc2c(c1)C(=O)N([C@H](C)CO)C[C@@H](C)[C@H](CN(C)Cc1ccc(-c3ccccc3)cc1)O2,-11,nt
COc1cc(NC(=O)c2ccccc2)c(OC)cc1NC(=O)COc1ccc(Cl)cc1Cl,-5,-4
COc1cccc(OCc2nc(-c3ccccc3)no2)c1,112*,1
O=C(O)c1ccccc1Nc1ccccc1,19,-7
C[C@H]1CN([C@@H](C)CO)C(=O)Cc2cc(NC(=O)c3ccncc3)ccc2O[C@H]1CN(C)C(=O)Nc1ccc(C(F)(F)F)cc1,nt,0
C[C@@H]1CCCCO[C@H](CN(C)C(=O)c2ccccc2)[C@@H](C)CN([C@H](C)CO)C(=O)c2cc(NS(=O)(=O)c3ccc(F)cc3)ccc2O1,nt,1
CC(=O)CCCC1Cc2cccc(O)c2C(=O)O1 (centres undefined),14,-7
CNC[C@H]1Oc2c(NS(=O)(=O)c3cccs3)cccc2C(=O)N([C@@H](C)CO)C[C@H]1C,3,nt
C[C@H]1CCCCO[C@@H](CN(C)Cc2ccncc2)[C@@H](C)CN([C@@H](C)CO)C(=O)c2cc(NC(=O)Cc3ccccc3)ccc2O1,4,nt
C[C@H]1CN([C@@H](C)CO)C(=O)c2cc(NC(=O)Cc3ccccc3)ccc2O[C@@H]1CN(C)S(=O)(=O)c1ccccc1,nt,-2
C[C@@H]1CCCCO[C@@H](CN(C)C(=O)Nc2ccccc2)[C@@H](C)CN([C@H](C)CO)C(=O)c2cc(NC(=O)Nc3ccc(F)cc3)ccc2O1,nt,-3
COc1ccc(OCC(=O)Nc2ccccc2OC(F)F)cc1,65*,-4
C[C@@H]1CN([C@@H](C)CO)C(=O)c2cc(NC(=O)c3ccncc3)ccc2O[C@H]1CN(C)C(=O)NC1CCCCC1,6,nt
CCn1c(SCC(=O)Nc2cc(Cl)ccc2Cl)nnc1-c1ccncc1,11,1
Cc1ccc(S(=O)(=O)N(C)C[C@@H]2Oc3ccc(NC(=O)Nc4ccc(C(F)(F)F)cc4)cc3CC(=O)N([C@H](C)CO)C[C@@H]2C)cc1,nt,2
Cc1ccc(S(=O)(=O)N(C)C[C@@H]2Oc3ccc(NC(=O)CCN4CCOCC4)cc3CC(=O)N([C@@H](C)CO)C[C@@H]2C)cc1,nt,-1
C[C@@H]1CCCCO[C@@H](CN(C)S(=O)(=O)c2ccccc2)[C@H](C)CN([C@@H](C)CO)C(=O)c2cc(NC(=O)CCCN(C)C)ccc2O1,-7,nt
C[C@@H]1CN([C@H](C)CO)C(=O)c2cc(/C=C/c3ccccc3)cnc2O[C@H]1CN(C)C(=O)c1cccc(F)c1,0,nt
COC(/C=C/C(OC(C)=O)C(C)OC(C)=O)C(O)C1CC=CC(=O)O1 (centres undefined),-6,1

# Compound profiles, as listed above. Order of screens: mut p53 react, STK33 kin inh
# Cc1ccc(S(=O)(=O)N(C)C[C@@H]2Oc3ccc(NC(=O)CCN4CCOCC4)cc3CC(=O)N([C@@H](C)CO)C[C@@H]2C)cc1 in the list: nt, -1
# COc1ccc(OCC(=O)Nc2ccccc2OC(F)F)cc1 in the list: 65*, -4
# C[C@@H]1CN([C@H](C)CO)C(=O)c2cc(/C=C/c3ccccc3)cnc2O[C@H]1CN(C)C(=O)c1cccc(F)c1 in the list: 0, nt
# C[C@@H]1CCCCO[C@@H](CN(C)C(=O)Nc2ccccc2)[C@@H](C)CN([C@H](C)CO)C(=O)c2cc(NC(=O)Nc3ccc(F)cc3)ccc2O1 in the list: nt, -3

# (further entries)
SMILES,mut p53 react,STK33 kin inh
C[C@@H]1CCCCO[C@H](CN(C)C(=O)c2ccncc2)[C@@H](C)CN([C@@H](C)CO)C(=O)c2cc(N(C)C)ccc2O1,2,nt
COc1cccc(NC(=O)CSc2nc(N)c(-c3ccccc3)c(=O)[nH]2)c1,-2,4
Cc1ccc(S(=O)(=O)Nc2ccc3c(c2)CC(=O)N([C@@H](C)CO)C[C@H](C)[C@@H](CN(C)Cc2ccc4c(c2)OCO4)O3)cc1,nt,-2
COc1cccc(NC(=O)COc2ccccc2C(=O)Nc2c(C)cccc2C)c1,-7,-1
Cc1cc(Cl)ccc1OC(C)C(=O)Nc1cccc(C(=O)O)c1 (centres undefined),5,-3
C[C@@H]1CN([C@@H](C)CO)C(=O)c2cc(NC(=O)Cc3cn(C)c4ccccc34)ccc2O[C@H]1CN(C)C(=O)Nc1ccc(F)cc1,0,nt
N#Cc1nc(-c2cccs2)oc1NCCCN1CCOCC1,2,3
Cc1ccc(N(C(C)C(=O)Nc2ccc(Oc3ccccc3)cc2)S(C)(=O)=O)cc1 (centres undefined),-9,-2
C[C@H](CO)N1C[C@H](C)[C@H](CN(C)C(=O)Nc2ccc(F)cc2)Oc2ccc(NC(=O)Nc3cccc4ccccc34)cc2CC1=O,nt,-8
C[C@@H]1CN([C@@H](C)CO)C(=O)Cc2cc(NC(=O)c3ccncc3)ccc2O[C@@H]1CN(C)Cc1ccc(Oc2ccccc2)cc1,nt,0
CC(C)C#Cc1ccc2c(c1)O[C@H](CN(C)C(=O)NC(C)C)[C@H](C)CN([C@@H](C)CO)S2(=O)=O,-15,nt
C/C=C/c1cnc2c(c1)C(=O)N([C@@H](C)CO)C[C@@H](C)[C@@H](CN(C)Cc1cccc(C(=O)O)c1)O2,-7,nt
Cc1ccc(-c2nc3ccccc3s2)cc1NC(=O)COc1ccccc1,54*,7
C[C@@H]1CN([C@H](C)CO)C(=O)CCCn2cc(nn2)CO[C@@H]1CN(C)Cc1cccnc1,nt,0
CCc1cccc2c(C#N)cn(CC(=O)NCC3CCCO3)c12 (centres undefined),11,-3
O=C(NC(=S)Nc1ccc(S(=O)(=O)Nc2nccs2)cc1)c1ccc(Br)o1,4,-1
C[C@@H]1CN([C@H](C)CO)C(=O)Cc2cc(NC(=O)Nc3ccccc3)ccc2O[C@H]1CN(C)Cc1ccc(C(F)(F)F)cc1,nt,5
C[C@@H]1CN([C@@H](C)CO)C(=O)Cc2cc(NC(=O)Nc3ccccc3)ccc2O[C@@H]1CN(C)C,nt,-1
C[C@@H]1CN([C@@H](C)CO)C(=O)CCCn2nncc2CO[C@@H]1CN(C)Cc1ccc(C(=O)O)cc1,nt,3
CCn1c2ccccc2n2c(SCC(=O)Nc3ccc(Cl)cc3)nnc12,25,0
C[C@H](CO)N1C[C@H](C)[C@@H](CN(C)C(=O)Nc2ccccc2F)Oc2ncc(-c3cccc(F)c3)cc2C1=O,-1,nt
COc1ccc(C)cc1N(CC(=O)Nc1ccccc1C(F)(F)F)S(C)(=O)=O,0,-4
Cc1ccc(-c2nc(SC(CC(=O)O)c3ccccc3)n[nH]2)cc1 (centres undefined),0,0
C[C@@H]1CN([C@H](C)CO)C(=O)Cc2cc(NS(=O)(=O)c3ccccc3)ccc2O[C@@H]1CN(C)C(=O)Nc1cccc2ccccc12,-7,1
C[C@@H]1CN([C@@H](C)CO)C(=O)c2cccc(N(C)C)c2O[C@H]1CN(C)C(=O)Nc1cccc2ccccc12,-12,nt
Cc1cc(C)c(OCC(=O)Nc2cccc(NC(=O)c3ccccc3C)c2)c(Br)c1,5,3
Cc1cc(N(CC(N)=O)S(C)(=O)=O)ccc1Br,4,0
COc1ccc(C#Cc2ccc3c(c2)[C@]2(C(=O)N3)[C@H](C(=O)N3CCCCCCC3)[C@H]3C(=O)O[C@H](c4ccccc4)[C@H](c4ccccc4)N3[C@@H]2c2ccc(O)cc2)cc1,nt,4
CC(C)NC(=O)N(C)C[C@H]1Oc2ccc(NC(=O)C3CCCCC3)cc2CC(=O)N([C@@H](C)CO)C[C@@H]1C,nt,2
Cc1noc(C)c1S(=O)(=O)Nc1ccc2c(c1)C(=O)N([C@H](C)CO)C[C@H](C)[C@@H](CN(C)Cc1ccc(Cl)c(Cl)c1)OCCCC[C@@H](C)O2,nt,2
C[C@H](CO)N1C[C@H](C)[C@H](CN(C)S(=O)(=O)c2cn(C)cn2)Oc2ncc(/C=C/c3ccccc3)cc2C1=O,4,nt
C[C@@H]1CN([C@@H](C)CO)C(=O)Cc2cc(NS(=O)(=O)c3cccs3)ccc2O[C@@H]1CN(C)Cc1ccc(C(=O)O)cc1,nt,-2
CC(=O)Nc1ccccc1NC(=O)COc1ccc(Br)cc1Cl,12,-1
C[C@H]1CN([C@@H](C)CO)C(=O)c2cccc(NS(=O)(=O)c3ccc(Cl)cc3)c2O[C@@H]1CN(C)C(=O)Nc1ccc(C(F)(F)F)cc1,-5,nt
C[C@@H]1CN([C@@H](C)CO)C(=O)c2cccc(NC(=O)C3CC3)c2O[C@H]1CN(C)C,-5,nt
Cc1c(Cl)cccc1NC(=O)COc1cc(O)c2c(=O)cc(-c3ccccc3)oc2c1,-1,-2
Cc1cc(C)c(NC(=O)CSc2nnc(-c3ccncc3)n2-c2ccc(F)cc2)c(C)c1,-13,-7
C[C@H](CO)N1C[C@H](C)[C@H](CN(C)C(=O)Nc2ccc(F)cc2)Oc2ncc(-c3ccc(F)cc3)cc2C1=O,-12,10
COc1ccccc1NC(=O)Cn1c(=O)oc2ccccc21,-3,3
C[C@@H]1CN([C@@H](C)CO)C(=O)c2cc(NC(=O)C3CCCCC3)ccc2O[C@@H]1CN(C)S(=O)(=O)c1cn(C)cn1,nt,-1
